Screens from PubChem BioAssay.
Vif-A3F inh – qHTS for Inhibitors of Vif-A3F Interactions: qHTS; HeLa A3F-eYFP + Vif (tagged APOBEC3F with the HIV-1 protein that degrades it), YFP fluorescence increase; Potency, µM (highest dose often 46.1 µM), without a hit: top-dose activity, negative = active; actives 0.2% (n = 390,000); AID 602313, 2012; further: potency means the concentration at half of the fitted maximal effect; % of control where 0% means no effect; nearly all actives have a fitted effect of over 65% in size
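HeLa cells stably expressing A3F-eYFP plus Vif, plated and incubated overnight at 37 deg C, then exposed to compounds overnight at 37 deg C. Blocked degradation read as raised yellow fluorescence (Ex 488/Em 500-530).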
D1 potentiator – Potentiators of Human D1 Dopamine Receptor: qHTS; potentiation, % at 10 µM; D(1A) dopamine receptor (Homo sapiens), P21728; HEK293 TREx D1 cells, calcium flux, dopamine EC20 potentiation; actives 0.036% (n = 360,000); in the data active means potentiation above about 30%; further: 0% is about no effect
D1 antag – Antagonist of Human D 1 Dopamine Receptor: qHTS. D(1A) dopamine receptor (Homo sapiens), P21728. HEK293 TREx D1 cells, calcium flux, dopamine EC80; active compounds read low. activity change, negative = inhibition, % at 10 µM. actives 3.2% (n = 360,000). AID 504652, 2011; in the data active means activity change below about -30%; further: on the % scale 0 is the no-effect control and ±100 the full control effect
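Antagonism measured as reduced calcium response to an EC80 dopamine addition following 180 s compound pre-read; cells were inducible HEK293 Trex D1 plated overnight at 30 C, read kinetically at 1 cycle/sec.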
D1 ag – Allosteric Agonists of the Human D1 Dopamine Receptor: qHTS; D(1A) dopamine receptor (Homo sapiens), P21728; HEK293 T-REx D1 cells, calcium flux, agonist mode; activation, % at 2 µM; actives 1% (n = 360,000); AID 504660, 2011; in the data active means activation above about 30%; further: 0% is about no effect
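Tetracycline-induced HEK293 TREx D1 cells, force-coupled to calcium signalling, were dye-loaded with a no-wash calcium kit. Compound was pin-added after a 10 s baseline. Fluorescence was read kinetically at 1 cycle/s for 180 s, with calcium rises flagged as agonism.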
RXFP1 antag – qHTS Assay for Antagonists of the Relaxin Receptor RXFP1. Relaxin receptor 1 (Homo sapiens), Q9HBX9. HEK293-RXFP1, relaxin-stimulated cAMP HTRF, 30 min; active compounds read low. activity change, negative = inhibition, % at 57.5 µM. actives 0.59% (n = 350,000). AID 1259400, 2018;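 active means activity change of -60% or lower, but not beyond a set lower limit; inconclusive means change between -60% and -40%, or beyond the set limit; inactive means change above -40%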; further: on the % scale 0 is the no-effect control and ±100 the full control effect
Vif-APOBEC3G blk – qHTS for Inhibitors of Vif-A3G Interactions: qHTS; Potency, µM (highest dose often 46.1 µM), inactives show at the top dose activity, negative = active, actives largely listed as inhibitors; AID 602310, 2012; actives 0.076% (n = 410,000); DNA dC->dU-editing enzyme APOBEC-3G (Homo sapiens), Q9HC16; HeLa A3G-eYFP + Vif (tagged APOBEC3G with the HIV-1 protein that degrades it), YFP fluorescence, overnight;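 further: potency means the concentration at half of the fitted maximal effect; on the % scale 0 is the no-effect control and ±100 the full control effect; nearly all actives have a fitted effect of over 60% in size; hits raise eYFP signal because A3G escapes Vif-driven loss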
Target sequence (Q9HC16 whole entry, looked up): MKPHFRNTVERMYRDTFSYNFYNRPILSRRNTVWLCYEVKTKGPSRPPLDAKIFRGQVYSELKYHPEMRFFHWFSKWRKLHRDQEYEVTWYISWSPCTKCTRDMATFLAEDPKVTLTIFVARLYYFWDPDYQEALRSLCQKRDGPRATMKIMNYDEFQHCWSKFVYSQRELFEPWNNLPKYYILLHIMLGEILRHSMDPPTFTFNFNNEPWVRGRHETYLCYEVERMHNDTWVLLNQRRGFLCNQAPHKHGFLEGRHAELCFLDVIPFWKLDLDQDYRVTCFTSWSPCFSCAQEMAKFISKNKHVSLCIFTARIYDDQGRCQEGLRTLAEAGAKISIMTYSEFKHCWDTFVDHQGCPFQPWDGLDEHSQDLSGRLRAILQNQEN
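HeLa cells stably expressing Vif and C-terminally eYFP-tagged A3G, seeded overnight at 37 deg C, then exposed to compound by pintool overnight at 37 deg C. Rise in yellow fluorescence (Ex 488/Em 500-530, Acumen) marks blocked Vif-driven A3G degradation.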
D2 PAM – HTS Assay for Positive Allosteric Modulators of the Human D2 Dopamine Receptor: Primary Screen for Potentiators | D(2) dopamine receptor (Homo sapiens), P14416 | HEK293 T-REx D2, calcium flux, EC20 dopamine potentiation | potentiation, % at 10 µM | actives 0.34% (n = 340,000) | AID 485347, 2010;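 active means potentiation over 3 SD above the plate norm, cut at about 30% in these data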; further: 0% is about no effect
Target sequence (P14416 whole entry, looked up): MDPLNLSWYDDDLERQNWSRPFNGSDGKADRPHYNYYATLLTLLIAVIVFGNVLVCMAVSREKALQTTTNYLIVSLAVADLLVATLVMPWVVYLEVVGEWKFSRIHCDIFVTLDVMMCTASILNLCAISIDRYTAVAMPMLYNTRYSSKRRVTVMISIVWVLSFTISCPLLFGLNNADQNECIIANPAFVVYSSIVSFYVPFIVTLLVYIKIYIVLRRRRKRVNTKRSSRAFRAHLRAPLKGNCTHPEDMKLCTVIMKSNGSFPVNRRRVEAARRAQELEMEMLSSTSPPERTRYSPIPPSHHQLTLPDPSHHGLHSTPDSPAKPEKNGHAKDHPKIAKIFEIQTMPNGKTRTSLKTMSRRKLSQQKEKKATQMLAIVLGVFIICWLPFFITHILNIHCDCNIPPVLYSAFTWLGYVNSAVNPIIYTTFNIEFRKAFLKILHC
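Tetracycline-induced Hek293 Trex D2 cells, force-coupled to calcium, loaded with no-wash calcium dye. Compound added with 180 s kinetic read for agonism, then EC20 dopamine and a further 180 s read for potentiation.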
RXFP1 ag – qHTS Assay for Agonists of the Relaxin Receptor RXFP1 | actives 0.3% (n = 370,000) | AID 2676, 2010 | Potency, µM (series often up to 57.5 µM), inactives show top-dose activation, usual class: activators | HEK293T-RXFP1 cAMP TR-FRET, 30 min; response scale: percent of porcine relaxin response, buffer zero; further: potency means the concentration at half of the fitted maximal effect; on the % scale 0 is the no-effect control and ±100 the full control effect; nearly all actives have a fitted effect of over 60% in size; many of its hits are not listed in these tables
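Agonist response is measured as cAMP accumulation in an RXFP1-transfected HEK293T line under PDE4 inhibition. Values are scaled between buffer-only and 29 nM porcine relaxin, and EC50s come from standard Hill equation fits.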
GRP78 ERSR act – qHTS for Inducers of the Endoplasmic Reticulum Stress Response (ERSR) in Human Glioma: qHTS; Potency, µM, inactives show top-dose activation, hits mostly activators; actives 0.02% (n = 420,000); U87-MG GRP78 promoter luciferase reporter, 16 h; further: potency means the concentration at half of the fitted maximal effect; series mostly up to about 76 µM; % of control where 0% means no effect; nearly all actives have a fitted effect of over 35% in size
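Stably transfected U87-MG glioma cells carrying a GRP78-based luciferase sensor; 16 h compound incubation. Luminescence end-point read 10 min after Bright-Glo addition at room temperature.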
* = called active by the depositor; ? = inconclusive; nt = not tested or not shown. Unless noted, the call rests on the fitted dose curve; in most records, active means well fitted curve in the direction sought with a large enough effect; inconclusive means small, poorly fitted or top-dose-only effect, or another doubt; inactive means no such curve, though single readings can be large; an effect the other way counts as inactive or inconclusive.

no.	SMILES	GRP78 ERSR act	Vif-A3F inh	Vif-APOBEC3G blk	RXFP1 ag	D1 antag
1	Cc1ccc(-c2nnc(-c3cccc4ccccc34)o2)cc1	-3%	1%	0%	nt	nt
2	Cc1ccc(-c2c(C#N)c(N)nc3c2CCCCC3)o1	0%	-11%	1%	1.2%	-48*
3	COc1ccc(-c2ccc(CN3C(C(C)C)C(=O)N(Cc4cn(Cc5ccco5)nn4)CCS3(=O)=O)cc2)cn1 (stereo not drawn)	1%	-7%	3%	nt	nt
4	Cc1ccc(S(=O)(=O)N2CCC(C)CC2)cc1C(=O)NCCN1CCOCC1	-1%	5%	0%	3.4%	-9
5	CCc1ccccc1NC(=O)CNC(=O)CSC(=S)N1CCCC1	-1%	4%	-5%	-3.2%	18
6	N#Cc1cc2ccccc2nc1SCC(=O)Nc1ccc(S(=O)(=O)N2CCCC2)cc1	-2%	?	-13%	1.7%	-5
7	CCOC(=O)CC1C(=O)NCCN1S(=O)(=O)c1ccc(Cl)cc1Cl (stereo not drawn)	-6%	-7%	6%	-0.5%	25
8	COC(=O)C1=C(C)N(Cc2ccccc2)C(=NCc2ccc3c(c2)OCO3)N[C@H]1c1ccccc1	-4%	2%	5%	0.2%	7
9	Cc1ccc2occ(CN3CCN(c4ccccc4)CC3)c(=O)c2c1	-4%	-1%	-1%	0.5%	7
10	COc1cc(Cl)ccc1OCc1cc(C(=O)N(C)Cc2cn(C)nc2C)no1	0%	-7%	-2%	3.5%	-3

no.	D1 ag	D1 potentiator	D2 PAM	RXFP1 antag
1	nt	nt	nt	1
2	3	2	5	-6
3	nt	nt	nt	-4
4	1	-7	-10	-7
5	5	-3	-11	-5
6	41*	5	-6	-16
7	5	-1	14	3
8	2	0	nt	nt
9	-1	-3	nt	-1
10	5	-5	6	-13

Additional records
no.	SMILES	GRP78 ERSR act	Vif-A3F inh	Vif-APOBEC3G blk	RXFP1 ag	D1 antag
11	Cc1nc2ncccn2c1-c1csc(Nc2ccc(S(N)(=O)=O)cc2)n1	-3%	0%	0%	-1.9%	4
12	O=C(NCc1ccc(Cl)cc1)C(=O)NCC(c1cccnc1)N1CCN(c2ccc(F)cc2)CC1 (stereo not drawn)	-2%	16%	0%	2.6%	-11
13	COc1ccc(CC(=O)NNc2ncnc3c2cnn3C)cc1	-3%	-19%	-1%	5.4%	-12
14	O=Cc1ccc(OC(=O)C2CC(=O)N(c3ccc(F)cc3)C2)cc1 (stereo not drawn)	-3%	3%	-2%	-0.1%	1
15	COc1ccccc1NS(=O)(=O)c1cccc(NC(=S)NCCN2CCOCC2)c1	-4%	1%	0%	1.0%	1
16	CC(C)N(c1nnc(N)s1)C(C)C	-4%	-4%	-9%	-3.5%	-31*
17	CCNC(=O)c1nn(-c2ccccc2C)nc1CO	-1%	-5%	5%	0.4%	4
18	COc1ccccc1OCC(=O)Nc1c(C(=O)c2ccc(F)cc2)oc2ccccc12	-1%	6%	4%	6.4%	9
19	N#Cc1c(SCC(=O)Nc2nncs2)sc2c(O)cc(=O)[nH]c12	-8%	6%	2%	5.3%	2
20	O=C1NN(c2ccc(F)cc2)C(=O)/C1=C/c1cccs1	7%	-2%	0%	-1.2%	4

no.	D1 ag	D1 potentiator	D2 PAM	RXFP1 antag
11	1	-7	-1	-6
12	5	-1	11	?
13	20	-17	15	16
14	0	-5	-5	3
15	3	-5	-8	0
16	-1	-6	7	-8
17	0	-2	3	-18
18	3	4	8	nt
19	2	3	-20	-16
20	2	-3	-7	-15

Continued.
no.	SMILES	GRP78 ERSR act	Vif-A3F inh	Vif-APOBEC3G blk	RXFP1 ag	D1 antag
21	Cc1cccc(OCCOC(=O)CN2C(=O)NC3(CCCC3)C2=O)c1	-1%	-13%	0%	-1.3%	-17
22	Cc1ccc(Nc2c(-c3ccc(Cl)cc3)nc3sccn23)c(C)c1	-3%	0%	-4%	0.7%	-21
23	Cc1ccc(CNC(=O)Cn2c3ncccc3c(=O)n2-c2ccc(C)cc2)cc1	0%	1%	-3%	3.3%	-57*
24	Cc1sc2nc(CN3CCOCC3)nc(NCCc3ccccc3)c2c1C	-4%	-7%	-1%	1.7%	13
25	CC(C)c1ccc(S(=O)(=O)N2CCC(C(=O)NCc3ccco3)CC2)cc1	-4%	3%	0%	-0.5%	-25
26	CC1(C)CC(NC(=O)C2CCCCC2C(=O)O)CC(C)(C)N1 (stereo not drawn)	-6%	0%	-2%	3.0%	6
27	Cc1nc2ccn(Cc3cccnc3)c(=O)c2cc1C(=O)NCc1ccc(Cl)cc1	4%	-2%	-3%	-0.3%	10
28	Cc1noc(C)c1C(=O)OC(C)C(=O)N1CCc2ccccc21 (stereo not drawn)	-4%	-1%	2%	0.1%	2
29	Cc1cccc(C(=O)Nc2ccccc2OCc2cc(=O)n3ccccc3n2)c1	-2%	-6%	-5%	8.6%	-3
30	COc1cc(C2Nc3c(F)cccc3C3C=CCC32)cc(Br)c1OC (stereo not drawn)	-5%	-1%	-6%	-1.8%	8

no.	D1 ag	D1 potentiator	D2 PAM	RXFP1 antag
21	4	-2	-6	0
22	2	1	4	-24
23	7	-7	1	-28
24	1	-5	3	10
25	4	-4	-5	-11
26	6	1	-10	1
27	-1	-4	-9	-16
28	4	-1	11	2
29	-1	0	9	2
30	-2	-2	0	-65*

(listing goes on)
no.	SMILES	GRP78 ERSR act	Vif-A3F inh	Vif-APOBEC3G blk	RXFP1 ag	D1 antag
31	Cc1cc(NO)c(C(C)C)cc1N=O	-6%	1%	-2%	2.5%	-29
32	CC(=O)Nc1cccc(NC(=O)C2CCCN2C(=O)Nc2cccc(C)c2)c1 (stereo not drawn)	-5%	1%	-3%	-0.3%	23
33	CN1CCN(c2nc3c(c(=O)[nH]c(=O)n3C)n2CCOc2ccccc2)CC1	-2%	0%	2%	1.8%	-3
34	Cc1ccc(NCc2ccccc2OCc2ccccc2F)cc1	-2%	nt	0%	3.4%	6
35	O=C(N/N=C/c1cc(Br)c(Br)o1)C(O)c1ccccc1 (stereo not drawn)	4%	-31%	-1%	1.5%	12
36	CCCCCCCN(C(=O)CCl)c1cccc(C)c1	-12%	0%	-1%	-2.6%	-8
37	COc1ccc(N2C(=O)c3cccc4cc(Br)cc(c34)C2=O)cc1	-7%	-3%	2%	1.7%	4
38	N#Cc1c(NC(=O)CSc2n[nH]c(Cc3ccccc3)n2)oc(-c2ccccc2)c1-c1ccccc1	-4%	5%	-8%	1.3%	19
39	CN(CCCCCC(=O)/C=N/O)Cc1ccccc1	-5%	0%	-1%	0.6%	6
40	O=C(NC1CCc2ccccc21)c1cc(COc2c(F)cccc2F)on1 (stereo not drawn)	3%	-5%	4%	-0.4%	-21
41	COc1ccc(N2CCN(C(=O)c3nn(C)c4c3CSc3ccccc3-4)CC2)cc1	-4%	-6%	4%	0.2%	3
42	Cn1c(=O)[nH]c(=O)c2c1nc(NC1CCCCC1)n2Cc1ccccc1	0%	4%	0%	2.0%	-4
43	CCOc1cccc(C(=O)Nc2cc(-c3ccc(C)cc3)no2)c1	-7%	0%	-2%	2.0%	-29

no.	D1 ag	D1 potentiator	D2 PAM	RXFP1 antag
31	36*	-10	-10	22
32	-2	4	11	-17
33	-2	-4	-11	nt
34	4	-2	8	-14
35	3	-1	-9	10
36	4	-2	0	-15
37	1	4	16	13
38	2	10	19	-18
39	0	-9	-12	2
40	9	0	-7	-15
41	-1	1	-4	10
42	0	-10	-11	-5
43	14	-2	nt	-10

Quoted from above for reference:
no.	SMILES	GRP78 ERSR act	Vif-A3F inh	Vif-APOBEC3G blk	RXFP1 ag	D1 antag
36	CCCCCCCN(C(=O)CCl)c1cccc(C)c1	-12%	0%	-1%	-2.6%	-8
37	COc1ccc(N2C(=O)c3cccc4cc(Br)cc(c34)C2=O)cc1	-7%	-3%	2%	1.7%	4
38	N#Cc1c(NC(=O)CSc2n[nH]c(Cc3ccccc3)n2)oc(-c2ccccc2)c1-c1ccccc1	-4%	5%	-8%	1.3%	19
39	CN(CCCCCC(=O)/C=N/O)Cc1ccccc1	-5%	0%	-1%	0.6%	6
40	O=C(NC1CCc2ccccc21)c1cc(COc2c(F)cccc2F)on1 (stereo not drawn)	3%	-5%	4%	-0.4%	-21
41	COc1ccc(N2CCN(C(=O)c3nn(C)c4c3CSc3ccccc3-4)CC2)cc1	-4%	-6%	4%	0.2%	3

no.	D1 ag	D1 potentiator	D2 PAM	RXFP1 antag
36	4	-2	0	-15
37	1	4	16	13
38	2	10	19	-18
39	0	-9	-12	2
40	9	0	-7	-15
41	-1	1	-4	10

Only part of the results is shown. The share of hits here may be higher or lower than overall.
